E-sel TNF inh = TNF alpha driven E-selectin expression inhibition; HUVEC TNFa-induced E-selectin immunofluorescence, high content; inhibition, % at 2 µM; 120,000 tested, 0.71% active; AID 1246;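 active means inhibition above the batch mean plus 3 SD, and confirmed as a hit on visual image review, cut at about 43% in these data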;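 further: 0% = TNF-stimulated DMSO wells and 100% = unstimulated control wells; not every result past the cut was called active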
* = called active by the depositor.

SMILES | E-sel TNF inh
COc1ccc(-c2ccc(SCC(=O)Nc3nccs3)nn2)cc1OC | -16
Cn1c(SCc2nnc(-c3ccccc3)o2)nc2ccccc21 | -21
O=C(NC(=S)N1CCCCCC1)c1ccccc1Cl | -6
Cc1ccc(-c2cc3c(N=O)c4ccccc4c-3n[nH]2)cc1 | 0
CCOc1cc(NC(=S)NCCCN2CCOCC2)c(OCC)cc1NC(=O)c1cccc(C)c1 | -12
O=C(NCc1ccc(F)cc1)C1CCN(S(=O)(=O)N2CCOCC2)CC1 | 15
CC(=O)Nc1ccc(S(=O)(=O)Nn2cnnc2)cc1 | 26
COc1ccc(-c2nc(NC(=O)CCNC(=O)c3ccco3)sc2C)cc1 | -10
CCOc1cc(N2CCOCC2)c(OCC)cc1NC(=O)c1cc(C)cc(C)c1 | -7
O=c1c2cc(NC(=S)N3CCC(N4CCCCC4)CC3)ccc2nc2n1CCCCC2 | -22
COc1ccc(CC(=O)NCc2ccc3c(c2)cc(C)n3C)cc1OC | 5
CC(C)(C)n1nnnc1C(c1ccc2ncccc2c1)N1CCC(O)CC1 (configuration not stated) | -9
Cc1ccc(-n2cc(CNC(C)Cn3cncn3)c(-c3ccc(F)cc3)n2)cc1 (configuration not stated) | -13
O=C(OCC(=O)N1CCc2ccccc21)c1ccccn1 | -25
COC(=O)c1sccc1NC(=O)COc1ccc(F)cc1Cl | 11
CCOc1ccc(NC(=O)CN(C)CC(=O)NC(C)c2ccccc2)cc1OCC (configuration not stated) | -25
CC(=O)Nc1ccc(NC(=O)C2CCCN2C(=O)Nc2ccccc2[N+](=O)[O-])cc1 (configuration not stated) | 1
COc1ccc(Cn2c(=O)[nH]c3cc(C(=O)N4CCN(c5ccccn5)CC4)ccc3c2=O)cc1 | 30
CC(C)CCNC(=O)c1ccc(-c2ccccc2)cc1 | -38
COc1cccc(C(=O)Nc2nc(-c3ccncc3)cs2)c1 | 16
CC(C)NC(=O)C1CCN(C2CCN(C(=O)c3cc4c(s3)CCCCC4)CC2)CC1 | -6
COc1ccc(OCC(=O)N2c3ccc(C)cc3C3CN(C)CCC32)cc1 (configuration not stated) | -3
O=C(NCCc1ccccn1)c1cccc(S(=O)(=O)N2CCc3ccccc32)c1 | -19
CC(C)C(=O)Nc1ccc(C(=O)Nc2nnc(C(C)(C)C)s2)cc1 | -2
CN(C)N1C(=O)CC(N2CCCC2)C1=O (configuration not stated) | -8
Remaining list, next part:
SMILES | E-sel TNF inh
COc1ccc(C(=O)NCc2ccc(S(N)(=O)=O)cc2)cc1[N+](=O)[O-] | -16
O=C(CSc1ccc(-c2ccco2)nn1)NCCc1ccccc1 | 0
Cc1ccccc1NC(=S)N/N=C/C(C)c1ccccc1 (configuration not stated) | 3
Nc1nc(SCC(=O)Nc2ccc(S(N)(=O)=O)cc2)n[nH]1 | -16
Cc1cccc(C2=NNC(=O)C(c3ccc(Cl)cc3)C2)c1 (configuration not stated) | 3
Cc1nnc(C)c2c(C)n(-c3cccc4cccnc34)c(C)c12 | -2
CC1CCN(CC(=O)NCc2ccco2)CC1 | 5
COc1cccc(NC(=S)C(C#N)=C2N(C)c3ccccc3N2C)c1 | -28
COc1ccc(-n2c(CCC(=O)O)ccc2-c2ccccc2)cc1 | -20
CS(=O)(=O)N(CC(=O)NCCc1ccccc1)c1cccc([N+](=O)[O-])c1 | 25
O=C1CCC(=O)N1c1ccc(NCCc2ccccc2F)c([N+](=O)[O-])c1 | -9
CCNC(=S)Nc1ccc(Cc2ccncc2)cc1 | -47
O=C(N/N=C/c1cc([N+](=O)[O-])ccc1N1CCCCCC1)c1ccccn1 | -22
Cc1ccc(OC(=O)c2ccc3nc(C)sc3c2)cc1 | 6
Cc1[nH]nc2c1C(c1cccs1)C(C#N)=C(N)O2 (configuration not stated) | 11
Cc1ccc(S(=O)(=O)N2CCC(NC(=O)OC(C)C)CC2)cc1 | -66
COCCn1c(SCC(=O)c2cc(C)n(C)c2C)nc2ccccc2c1=O | -11
Cc1ccc(S(=O)(=O)NC(=O)c2ccccc2)cc1C(C)C | -1
COc1ccc(CN(Cc2ccc(C(=O)O)cc2)C(=S)Nc2ccccc2F)cc1OC | 7
O=C(Cc1cccs1)Nc1cccc(-c2ccc3nncn3n2)c1 | 31
O=C(N/C(=C\c1ccc(Br)cc1)C(=O)N1CCCC1)c1ccccc1F | 3
CC(C)(C)OC(=O)N1CCN(C(=O)Nc2ccc3c(c2)OCCO3)CC1 | -6
CCC1CN(C(=O)Nc2ccc(C)cc2)c2cc(C)ccc2O1 (configuration not stated) | -6
COc1ccccc1N/C=C/c1onc(C)c1[N+](=O)[O-] | -20
Cc1ccc(NC(=O)Cn2ccsc2=N)c([N+](=O)[O-])c1 | -38

7 of the entries above in order of the E-sel TNF inh value, smallest number first.
SMILES | E-sel TNF inh
O=C(N/N=C/c1cc([N+](=O)[O-])ccc1N1CCCCCC1)c1ccccn1 | -22
COc1ccc(-c2ccc(SCC(=O)Nc3nccs3)nn2)cc1OC | -16
CN(C)N1C(=O)CC(N2CCCC2)C1=O (configuration not stated) | -8
CC(=O)Nc1ccc(NC(=O)C2CCCN2C(=O)Nc2ccccc2[N+](=O)[O-])cc1 (configuration not stated) | 1
Cc1ccccc1NC(=S)N/N=C/C(C)c1ccccc1 (configuration not stated) | 3
CC1CCN(CC(=O)NCc2ccco2)CC1 | 5
CS(=O)(=O)N(CC(=O)NCCc1ccccc1)c1cccc([N+](=O)[O-])c1 | 25

Remaining list, next part
SMILES | E-sel TNF inh
CC(C)N=C1NN=C(c2cccs2)CS1 | -9
COc1ccc(OCCC(=O)OCC(=O)Nc2cccc(S(=O)(=O)N3CCOCC3)c2)cc1 | -24
CC(=O)Nc1ccc(C(=O)N/N=C/c2ccccc2OCc2ccccc2)cc1 | -12
CC(C)NC(=O)/C=C/C(=O)O | -9
Cc1cc(C)c(S(=O)(=O)c2ccc(Cl)cc2)c(Cl)n1 | 17
CC1(C(=O)Nc2ccccc2)Cc2ccccc2C(=O)O1 (configuration not stated) | -26
COc1cccc(CNS(=O)(=O)/C=C/c2ccc(OC)c(OC)c2)c1 | -19
CSc1ccc(/C=N/N2CCN(Cc3ccc(Cl)cc3)CC2)cc1 | -15
CSc1ncccc1C(=O)OCC(=O)Nc1ccc2c(c1)OCO2 | -37
CC(C)C(C)NC(=O)COC(=O)c1cccc(C(=O)OCC(=O)NC(C)C(C)C)n1 (configuration not stated) | -3
O=C(CCC1CCCN(Cc2cccc3c2OCO3)C1)NCc1ccc(F)c(F)c1 (configuration not stated) | -8
Cc1cccc(NC2=NCC(=O)N2Cc2cccs2)c1 | 0
CCn1cc(CN2CCN(Cc3cccc(OC)c3)C(CCO)C2)c(C)n1 (configuration not stated) | -19
CN(C)CC1CCCCC1OC(=O)/C=C/c1ccc(Cl)cc1Cl (configuration not stated) | -5
Cc1cc(C)n(-c2ccc(C(=O)O)cc2[N+](=O)[O-])n1 | 20
Cc1cccc(C(=O)NCC(=O)Nc2ccc(S(=O)(=O)Nc3nc(C)cc(C)n3)cc2)c1 | -8
CCOC(=O)CCCNC(=O)COC(=O)c1cccc(F)c1 | 6
CCCCOc1ccc(/C=C/C(=O)NC2=Nc3ccccc3NC(C)=C2C(=O)OCC)cc1OC | -25
COC(=O)Cc1c(C(=O)OC)nnn1-c1cccc(C(F)(F)F)c1 | -11
COc1cccc(NC(=O)c2ccccc2C(F)(F)F)c1 | -20
Cn1ncnc1SCc1cn2cccnc2n1 | -3
CCCCC(=O)NC(=S)Nc1nnn(CCC)n1 | 10
O=C(CNC(=O)c1cccc(OC(F)F)c1)OCC(=O)c1ccccc1 | -13
COC(=O)c1ccc(CO/N=C/c2ccc(OC)cc2)o1 | 4
Cc1ccc(C(=O)O)cc1-n1c(C)cc(C=O)c1C | -3
The results go on.
SMILES | E-sel TNF inh
COCCNC(=O)NC12CC3CC(CC(C3)C1)C2 | 47
CCc1cc(=O)oc2cc(C)cc(OCC(=O)C(C)(C)C)c12 | -34
COCCOC(=O)C1=C(N)OC2=C(C(=O)CC(C)(C)C2)C1c1ccncc1 (configuration not stated) | -9
CCOC(=O)C1CSC2(CCC(c3ccccc3)CC2)N1 (configuration not stated) | -5
Fc1ccccc1N=C1NN=C(c2ccccc2)CS1 | 17
CC(=O)c1c(C)nc2ccc(C)cc2c1-c1ccccc1 | -6
COc1ccc2c(CC(=O)Nc3ncc(C)s3)coc2c1 | 9
O=C(c1ccc([N+](=O)[O-])o1)N1CCOCC1 | -26
Cc1nc(NCc2ccccn2)c2c3c(sc2n1)CCCC3 | 2
Cc1ccc(NC(=O)c2cc3ccccc3oc2=O)cc1S(=O)(=O)N(C)C | -3
Cc1noc(C)c1CCC(=O)N1CCCC(CCC(=O)NCc2ccccc2F)C1 (configuration not stated) | -18
CN(C(=O)CSC1=NC2C(N=N1)c1cc(Br)ccc1N2C)C1CCCCC1 (configuration not stated) | -44
C#CCNC(=O)c1ccc(OCc2ccccc2)cc1Cl | 19
CC(=O)Nc1ccc(/C=N/NC(=O)CNS(=O)(=O)c2ccccc2)cc1 | -23
Cc1nc2ccc([N+](=O)[O-])cc2s1 | -35
Cc1ccc2c(COC(=O)c3c(C)noc3C)cc(=O)oc2c1 | -7
Cc1cc(NC(=O)CSc2nc3cc(Cl)ccc3c(=O)n2CC(C)C)no1 | 5
CCCNC(=O)NC(=O)COC(=O)CNS(=O)(=O)/C=C/c1ccccc1 | 16
Cc1c(Cl)cccc1NC(=O)CSc1ccc(-c2cccnc2)nn1 | 16
C/C(=N\NC(=O)C1COc2ccccc2O1)c1cc2ccccc2o1 (configuration not stated) | -2
NS(=O)(=O)c1ccc(Nc2nc3ccccc3nc2NS(=O)(=O)c2cccc([N+](=O)[O-])c2)cc1 | -18
O=C(Nc1cccnc1)OC1CCCC1 | -21
CO/N=C/C1CCN(c2ncc(C(F)(F)F)cc2Cl)C1=O (configuration not stated) | 8
N#C/C(=C\c1cccc(Oc2ccccc2)c1)C(=O)N1CCOCC1 | -5
C=CCn1c(C)cc(C(=O)COC(=O)/C=C/c2cccc(OC)c2)c1C | -16
Going on with the list:
SMILES | E-sel TNF inh
O=C(N/C(=C/c1ccc(Br)cc1)C(=O)N1CCCC1)c1cccs1 | -27
CCCCn1nnnc1SCC(=O)c1ccccc1F | -4
CCCn1c(N2CCN(Cc3ccc(Cl)cc3)CC2)nc2ccccc21 | 5
O=C(NCc1ccccn1)c1ccc2c(=O)n(CCc3ccccc3)c(=O)[nH]c2c1 | -14
C=CCc1ccc(OCCCCOc2ccc(C(=O)O)cc2)c(OC)c1 | -11
CCCS(=O)(=O)c1c(S(=O)(=O)CCC)c2ccc(C(N)=O)cn2c1C(=O)c1ccc(F)cc1 | 7
Cn1c(CCC(=O)Nc2ccccc2F)nnc1SCC(=O)Nc1ccccc1Cl | -45
Cc1csc(NC(=O)Cn2nc(C)c([N+](=O)[O-])c2C)n1 | 11
COc1ccc(CNCc2c(C(=O)N(C)C)nc3ccc(Cl)cn23)c(OC)c1 | 1
CCOc1ccccc1CN1CCN(Cc2ccc(C)o2)C(CCO)C1 (configuration not stated) | -36
Cc1ccc(NC(=S)NC(=O)c2ccc(Br)o2)c(C)c1 | -14
COc1ccccc1-n1c(C)nc2cc(C(=O)NCCN3CCOCC3)ccc21 | 6
CC(C)(C)NC(=O)c1cccc(NC(=O)Cc2cccs2)c1 | 10
CC12CCC(C)(c3nc4ccccc4nc31)C2(C)C | -9
Cc1cc(-c2ccccc2)nc(N(C)NC(=O)C2CC2)c1S(C)(=O)=O | 15
CC(=O)Oc1cccc(N2C(=O)c3ccc(C(=O)Nc4cccnc4)cc3C2=O)c1 | 7
O=Cc1cccn1-c1ncc(Br)cn1 | -10
CCOc1ccccc1NC(=O)Cn1c(=O)n(-c2ccc(OC)cc2OC)c(=O)c2c(C)c(C(=O)N(CC)CC)sc21 | 6
COC(=O)CSc1nn(-c2ccc(F)cc2)c(=S)s1 | -18
COC(=O)COc1ccc2c(=O)c(-c3ccccc3OC)coc2c1 | 18
COc1cc(CNc2ccc3c(c2)OCCO3)ccc1OCC(N)=O | -18
COC(=O)c1ccc(COc2ccccc2/C=N/NC(=O)c2cccnc2)cc1 | 13
c1cc2c(cc1-c1csc(NNC3=NCCCCC3)n1)OCCO2 | -24
Cc1cc(C)c(C(=O)COC(=O)c2ccc([N+](=O)[O-])o2)cc1C | -8
Cc1cc(C(=O)COC(=O)C2CC2)c(C)n1-c1ccc(F)cc1 | -7

6 records picked at random from the list so far, as already listed:
SMILES | E-sel TNF inh
C=CCc1ccc(OCCCCOc2ccc(C(=O)O)cc2)c(OC)c1 | -11
CCCCn1nnnc1SCC(=O)c1ccccc1F | -4
c1cc2c(cc1-c1csc(NNC3=NCCCCC3)n1)OCCO2 | -24
Cc1ccc(NC(=S)NC(=O)c2ccc(Br)o2)c(C)c1 | -14
Cc1cc(C)c(C(=O)COC(=O)c2ccc([N+](=O)[O-])o2)cc1C | -8
COc1ccc(CNCc2c(C(=O)N(C)C)nc3ccc(Cl)cn23)c(OC)c1 | 1

The listing picks up; the 5 compounds before the break are reprinted first.
SMILES | E-sel TNF inh
COc1cc(CNc2ccc3c(c2)OCCO3)ccc1OCC(N)=O | -18
COC(=O)c1ccc(COc2ccccc2/C=N/NC(=O)c2cccnc2)cc1 | 13
c1cc2c(cc1-c1csc(NNC3=NCCCCC3)n1)OCCO2 | -24
Cc1cc(C)c(C(=O)COC(=O)c2ccc([N+](=O)[O-])o2)cc1C | -8
Cc1cc(C(=O)COC(=O)C2CC2)c(C)n1-c1ccc(F)cc1 | -7
C=CCC(=O)N1CCCC(CCC(=O)NCc2ccccc2F)C1 (configuration not stated) | 19
CC(Nc1ccccc1)c1ccncc1 (configuration not stated) | -26
S=C(Nc1cccc(Cl)c1Cl)N1CCC2(CC1)OCCO2 | 49
Cc1nn(C)c(C)c1/C=C/C(=O)c1ccc(Cl)cc1Cl | -18
COc1cccc(/C=N/Nc2nccnc2Cl)c1O | -34
CCOc1ccc(OCCC(=O)Nc2ccc(F)cc2C)cc1 | -4
Cc1ccc(CC(=O)Nc2cccc([N+](=O)[O-])c2)cc1 | -19
O=C1CCCN1CCCNC(=S)Nc1ccc(Br)cc1Cl | -14
C=CCOc1cccc(NC(=O)c2ccccc2SC)c1 | 17
Cc1nn(C)c(C)c1CN(Cc1nc(-c2cc(F)ccc2F)oc1C)C1CC1 | 5
COc1ccc(S(=O)(=O)NNC(=O)c2ccccc2-n2cccc2)cc1 | 48
COc1ccc(CN2C(=O)NC3(CCCC3)C2=O)cc1F | -7
CCCc1nn(C)c(C(N)=O)c1[N+](=O)[O-] | 9

The list is partial. The share of hits here may be higher or lower than overall.
